aGal spleen mod – inhibits or activates alpha-galactosidase in human spleen homogenate; human spleen homogenate, 4MU-alpha-Gal fluorescence, 40 min; Potency, µM (highest dose often 80 µM), without a hit: at the highest dose activity change, negative = inhibition, usual class: inhibitors; hit rate 0.008% among 240,000;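 note: potency is the fitted concentration of half-maximal effect; 0% = enzyme with vehicle and -100% = no enzyme basal signal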
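Inhibition or activation of alpha-galactosidase in human spleen homogenate is scored by 4-MU fluorescence after 40 min at 37C, pH 5.0, with 1 mM substrate. AC50s come from concentration-response fitted to the Hill equation.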
Epigenetic derep – regulators of epigenetic silencing causing reporter derepression in mouse cells | murine LDR cells, GFP reporter derepression, 30 h | Potency, µM (top dose mostly 53.9 µM), for the others: at the highest dose GFP activation, actives largely listed as activators | hit rate 0.2% among 280,000 | AID 1865; note: potency is the fitted concentration of half-maximal effect; % of control where 0% means no effect; nearly all actives have a fitted effect of over 60% in size
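Derepression of a silenced CMV-GFP reporter in murine LDR cells is scored by enumerating GFP-positive cells with a laser-scanning microplate cytometer after 30 hours of treatment at 37 C.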
TRb SRC2 PPI – TRbeta-SRC2 interaction inhibition; P10828; Potency, µM (titrated, usually from 106 µM), for inactives: at the top dose activity change, negative = inhibition, hits mostly inhibitors; TRbeta-SRC2 peptide binding, fluorescence polarization; receptor liganded with 1 µM T3; hit rate 0.065% among 280,000; AID 1469;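 note: potency is the fitted concentration of half-maximal effect; plate controls were bound peptide for no effect and peptide without receptor for full effect; nearly all actives have a fitted effect of over 50% in size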
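Human TRb ligand-binding domain (0.6 uM) is mixed with 20 nM Texas Red SRC2 peptide and 1 uM T3; after compound addition and 5 hr at ambient temperature, polarization is measured and normalized to unbound and bound controls.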
Tau fluor cs – counter-screen for tau fibril formation inhibitors | AID 1463 | hit rate 0.93% among 280,000 | tau K18 P301L Alexa594 fluorescence, heparin fibrillization | Potency, µM (top dose mostly 57.7 µM), for inactives: top-dose activity change, negative = decrease; note: potency is the fitted concentration of half-maximal effect; % is set by controls: 0 for no effect and ±100 for the full control effect; nearly all actives have a fitted effect of over 55% in size
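Human K18 P301L tau (15 uM unlabeled plus 0.24 uM Alexa 594-labeled, final) in 100 mM sodium acetate pH 7 was mixed with compound and 20 uM heparin and incubated 6 hr at 37 C.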
Tau FP inhib – tau fibrillization inhibition (FP); Potency, µM (top dose mostly 57.7 µM), without a hit: at the top dose activity, negative = inhibition, usual class: inhibitors; K18 P301L tau heparin fibrillization, Alexa594 FP, 6 h; hit rate 0.39% among 280,000; P10636; note: potency is the fitted concentration of half-maximal effect; % is set by controls: 0 for no effect and ±100 for the full control effect; nearly all actives have a fitted effect of over 55% in size
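Heparin (20 uM) drove fibril formation of recombinant tau K18 P301L, 15 uM unlabeled with 0.24 uM Alexa 594 label, for 6 hr at 37 C in 100 mM sodium acetate pH 7. Fluorescence polarization (555/632 nm) read 1 hr after 30 uM ThT.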
NPSR antagonist – neuropeptide S receptor (human) antagonism, cAMP. Q6W5P4. CHO-NPSR cells, cAMP TR-FRET, antagonist mode. Potency, µM (top dose mostly 38.3 µM), without a hit: top-dose activity change, negative = inhibition, hits mostly inhibitors. hit rate 1% among 220,000. AID 1461; note: potency is the fitted concentration of half-maximal effect; % is set by controls: 0 for no effect and ±100 for the full control effect; nearly all actives have a fitted effect of over 50% in size; many of its hits are not listed in these tables
Target sequence (Q6W5P4 whole entry, looked up): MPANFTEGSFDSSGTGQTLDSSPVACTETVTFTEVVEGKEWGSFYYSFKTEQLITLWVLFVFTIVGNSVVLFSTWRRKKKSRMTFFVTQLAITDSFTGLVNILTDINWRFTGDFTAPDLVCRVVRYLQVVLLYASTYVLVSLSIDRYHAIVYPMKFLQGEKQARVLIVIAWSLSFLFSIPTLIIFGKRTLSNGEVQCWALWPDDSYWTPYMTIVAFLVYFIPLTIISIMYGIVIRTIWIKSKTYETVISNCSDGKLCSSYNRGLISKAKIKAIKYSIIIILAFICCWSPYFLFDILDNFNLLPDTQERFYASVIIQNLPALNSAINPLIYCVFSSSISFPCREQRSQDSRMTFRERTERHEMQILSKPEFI
TexasRed fluor – alters Texas Red total fluorescence, flagging assay interference; TRb/SRC2 Texas Red total fluorescence interference; hit rate 0.29% among 280,000; AID 1479; Potency, µM (doses to about 106 µM), inactives show at the highest dose fluorescence change, negative = quenching; active = well fitted curve in either direction with a large enough effect; inconclusive = small, poorly fitted or top-dose-only effect; note: potency is the fitted concentration of half-maximal effect; % is set by controls: 0 for no effect and ±100 for the full control effect
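Flags fluorescent or light-absorbing compounds by total fluorescence, S + 2P, at 555 nm excitation and 632 nm emission. Mixture: 20 nM Texas Red SRC2 peptide, 0.6 uM human TRb LBD, 1 uM T3, 5% DMSO; compound exposure 5 h at ambient temperature.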
CBFb-RUNX1 inh – blocks binding between human CBF-beta and RUNX1 | AID 1477 | Potency, µM (series often up to 59.8 µM), for the others: at the highest dose activity, negative = inhibition, actives largely listed as inhibitors | 230,000 tested, under 10 active | AlphaScreen CBFb-His/RUNX1-biotin binding, biochemical | Q01196+Q13951; note: % of control where 0% means no effect
Target sequence (Q01196 whole entry, looked up): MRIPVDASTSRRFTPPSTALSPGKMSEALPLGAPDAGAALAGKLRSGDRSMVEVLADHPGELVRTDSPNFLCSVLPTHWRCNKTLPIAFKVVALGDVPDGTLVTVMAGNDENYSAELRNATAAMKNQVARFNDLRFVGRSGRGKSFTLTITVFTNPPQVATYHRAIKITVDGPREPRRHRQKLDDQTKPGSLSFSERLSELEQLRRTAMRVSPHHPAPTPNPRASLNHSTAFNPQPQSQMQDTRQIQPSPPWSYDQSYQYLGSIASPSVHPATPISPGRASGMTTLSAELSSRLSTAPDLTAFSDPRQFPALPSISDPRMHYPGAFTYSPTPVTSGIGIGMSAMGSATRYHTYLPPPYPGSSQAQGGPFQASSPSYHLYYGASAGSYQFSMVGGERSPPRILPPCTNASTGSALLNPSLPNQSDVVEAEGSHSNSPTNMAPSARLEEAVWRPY
Target sequence (Q13951 whole entry, looked up): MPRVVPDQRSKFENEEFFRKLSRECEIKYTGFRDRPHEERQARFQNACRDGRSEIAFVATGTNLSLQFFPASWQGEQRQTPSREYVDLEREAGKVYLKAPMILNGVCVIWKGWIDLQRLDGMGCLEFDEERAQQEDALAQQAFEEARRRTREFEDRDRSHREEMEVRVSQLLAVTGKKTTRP
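Read-out: AlphaScreen. Format: His-CBF-beta with biotinylated RUNX1 (30 nM each) preincubated 20 min, compound 15 min, Ni-chelate plus streptavidin beads 90 min; room temperature throughout.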
* hit, by the source's call; ? = inconclusive; nt = no result given; [ ] = another dose, or the depositor's remark. Unless noted, calls come from the whole dose curve; as a rule, active = well fitted curve in the direction sought with a large enough effect; inconclusive = small, poorly fitted or top-dose-only effect, or another doubt; inactive = no such curve, though single readings can be large; an effect the other way counts as inactive or inconclusive.

Screens in order – aGal spleen mod, Epigenetic derep, TRb SRC2 PPI, Tau fluor cs, Tau FP inhib, NPSR antagonist, TexasRed fluor, CBFb-RUNX1 inh
> Cc1cc(Cl)c(S(=O)(=O)Nc2cc(S(=O)(=O)N3CCOCC3)ccc2F)cc1OCC(N)=O
  10%, -3.1%, -1%, -7%, -12%, 16%, -1%, -1%
> CCN(CC)CCN(C(=O)c1ccc(N2C(=O)CCC2=O)cc1)c1nc2cc3c(cc2s1)OCO3
  0%, 0.0%, -1%, -20%, -11%, -7%, -5%, 12%
> O=C(Nc1ccccc1)Nc1ccccc1C(=O)NCCCN1CCOCC1
  7%, 1.1%, -1%, 1%, 7%, -3%, -1%, 9%
> CCN1C(C)=C(C(=O)OC)C(c2ccccc2)N2C(=O)[C@@]3(C(=O)OC)O[C@@]12C1C(=O)N(C)C(=O)C13 (stereo not given in full)
  -2%[17.5 µM], 0.0%[10.1 µM], -1%[11.2 µM], -3%[11.6 µM], -2%[11.6 µM], nt, 1%[11.2 µM], 1%[13.1 µM]
> Cc1c(C(=O)NCc2ccco2)oc2ccc(S(=O)(=O)N3CCC4(CC3)OCCO4)cc12
  -3%, -0.9%, -6%, -7%, -3%, -16%[46.1 µM], -3%, -9%
> Cc1[nH]c(=O)[nH]c(=O)c1S(=O)(=O)N1CCCC(C(=O)NCc2ccccc2Cl)C1 (stereo not given)
  -2%, 2.0%, 1%, -3%, 2%, 15%, 1%, 6%
> O=[N+]([O-])c1ccc(N2CCN(S(=O)(=O)c3ccc(Cl)cc3)CC2)cc1NCc1cccnc1
  2%, -0.9%, 0%, -13%, ?, -19%[46.1 µM], 1%, -23%
> Cc1ccc(-c2cc(C(F)(F)F)n3nc(-c4cccc(Br)c4)cc3n2)cc1
  nt, -0.6%, 4%, -16%, -1%, nt, -1%, nt
> CCOc1ncccc1C(=O)OCC(=O)NCc1ccc2c(c1)OCO2
  7%, -0.1%, -5%, -3%, -4%, 15%, -3%, -6%
> CN1C(=O)N(C)C2(CC1(C)C)CC(C)(C)N(C)C(=O)N2C
  4%, -1.3%, 8%, 5%, 3%, -4%[46.1 µM], 1%, 0%
> CCOC(=O)C1=C(C)OC(N)=C(C#N)C1c1cc2c(cc1Br)OCO2 (stereo not given)
  -14%, 2.6%, 3%, -18%, -5%, -26%[46.1 µM], -2%, -3%
> O=C(CN1CCCC1)Nc1ccccc1Sc1ccc(Cl)cc1
  2%, 0.0%, -9%, -8%, 2%, -37%, -7%, 17%
> CC(=O)Nc1sc2c(c1CN1CCN(c3ccccn3)CC1)CCCC2
  -25%, 5.3%, -5%, -11%, 4%, -26%[46.1 µM], 0%, 5%
> CCOC(=O)CSc1nnc(-c2ccc(OC)cc2)o1
  nt, 1.8%, -1%, -8%, -1%, nt, -2%, nt
> COc1cc(NC2c3ccccc3C(=O)N2Cc2ccccc2Cl)cc(OC)c1OC (stereo not given)
  1%, 2.4%, 7%, -13%, 1%, ?, 0%, -5%
> CCC1Oc2ccccc2N(CC(=O)NCc2cccs2)C1=O (stereo not given)
  2%, -0.2%, -5%, -3%, -4%, -5%, -3%, 0%
> Cc1nn(Cc2c(F)c(F)c(F)c(F)c2F)c(C)c1NC(=O)c1ccc(COc2cc(Cl)ccc2Cl)cc1
  -4%, -1.1%, 9%, -17%, -4%, -16%[46.1 µM], 0%, 3%
> Cc1cc(NC(=O)c2cnn3cccnc23)no1
  -6%, -1.0%, 9%, -3%, -1%, -26%[46.1 µM], -2%, 11%
> Cc1cc(C)n(C(=O)C(C(=O)c2ccccc2)C(C)C)n1 (stereo not given)
  1%, 8.6%, -12%, -4%, -3%, -11%, -1%, -8%
> COc1ccc(NC(=O)Cn2nnc(-c3ccccc3NS(=O)(=O)c3ccccc3)n2)cc1
  -4%, 7.8%, -5%, ?, 16µM*, 8%, -2%, -17%
> CCN1CCN(CC(O)COCc2ccccc2)CC1 (stereo not given)
  -6%, 1.0%, -3%, 5%, 1%, 17%[46.1 µM], -3%, 4%
> O=C(Cc1n[nH]c(=O)c2ccccc12)NCc1ccc(Cl)cc1
  -5%, 2.2%, -4%, -10%, -3%, 6%, -5%, 13%
> CCCC1=C/C(=C/c2ccc(-c3ccccc3OC)o2)C(=O)O1
  6%, 0.0%, -1%, ?, -12%, -30%, 0%, ?
> Cc1nc2ccccc2n1CC(O)Cn1c(C(F)(F)F)nc2ccccc21 (stereo not given)
  4%, 0.9%, -2%, -8%, -11%, -21%[46.1 µM], 3%, 3%
> O=c1cc(-c2ccc(O)cc2O)oc2ccccc12
  -4%, -1.1%, 0%, -16%, 5%, nt, -2%, -9%[21.7 µM]
> COc1cccc(C2CN(c3ccc(F)cc3F)N=C2c2cccs2)c1OC (stereo not given)
  ?, -6.2%, -7%, ?, 8%, -7%[46.1 µM], -2%, ?
> Cc1ccc(CNC(=O)COC(=O)c2cnc(C)cn2)cc1
  -4%, 2.0%, 6%, -3%, -6%, 9%, -3%, 7%
> O=C(CSCc1nc2cccnc2n1C1CCCCC1)NCc1cccc(Br)c1
  nt, 0.0%, -3%, -19%, 1%, nt, 4%, nt
> COC(=O)CC1C(C)(C)C(OC(C)=O)[C@@]2(O)C=C3C4CC(=O)OC(c5ccoc5)[C@]4(C)CCC3[C@@]1(C)C2=O (stereo not given in full)
  -5%, 3.7%, -7%, -9%, -2%, nt, 0%, 4%
> CN(C)CCCN(C(=O)c1sc2ccccc2c1Cl)c1nc2ccc(F)cc2s1
  -1%, 1.0%, -6%, -19%, -11%, -22%, 0%, 3%
> Cc1ccc(C2CCN(C(=O)Nc3ccc(Cl)cc3)C2)cc1 (stereo not given)
  nt, -1.1%, -2%, -11%, -15%, nt, 1%, nt
> O=C(CSc1nc(-c2cccs2)cc(C(F)(F)F)n1)NCCCN1CCOCC1
  11%, 3.2%, 3%, 2%, 3%, 4%, -6%, -11%
> CS/C(=N\S(=O)(=O)c1ccc(N)cc1)NS(=O)(=O)c1cccs1
  9%, 0.0%, 1%, 0%, -3%, 2%[46.1 µM], -4%, 6%
> O=C(O)CSc1nc(SCc2ccccc2Cl)nc2c1CCCC2
  0%, -0.9%, -6%, -4%, 3%, -15%[46.1 µM], 1%, 0%
> O=C(O)C(NS(=O)(=O)c1cccc2nsnc12)c1ccccc1 (stereo not given)
  15%, 1.1%, 1%, -7%, ?, 11%, -7%, 11%
> O=C(N/N=C/c1cccc(F)c1)c1cc(-c2ccco2)nc2ccccc12
  5%, 0.0%, 27%, ?, -3%, -28%[46.1 µM], 32µM*[quencher], nt
> Cc1cc(C)nc(SCCN2CCOCC2)n1
  2%, -1.7%, -1%, -8%, 1%, -1%[46.1 µM], 1%, 1%
> Cc1ccc(S(=O)(=O)CC(O)COc2ccc(F)cc2Cl)c(C)c1 (stereo not given)
  5%, -0.9%[10.1 µM], -5%, -25%, 5%, 1%, -6%, -3%
> CCOC(=O)c1cccc(NC(=O)C2CCN(S(=O)(=O)c3cnc[nH]3)CC2)c1
  1%, 4.8%, -3%, 0%, -3%, 0%[46.1 µM], 4%, -1%
> CCC(C)NC(=O)CNC(=S)N(CCCN1CCOCC1)Cc1cccs1 (stereo not given)
  4%, 0.0%, 5%, -5%, 9%, 5%, 4%, 1%

Among those listed so far, these have a thiophene ring, fused or not.
Screens in order – aGal spleen mod, Epigenetic derep, TRb SRC2 PPI, Tau fluor cs, Tau FP inhib, NPSR antagonist, TexasRed fluor, CBFb-RUNX1 inh
> CC(=O)Nc1sc2c(c1CN1CCN(c3ccccn3)CC1)CCCC2
  -25%, 5.3%, -5%, -11%, 4%, -26%[46.1 µM], 0%, 5%
> CCC1Oc2ccccc2N(CC(=O)NCc2cccs2)C1=O (stereo not given)
  2%, -0.2%, -5%, -3%, -4%, -5%, -3%, 0%
> COc1cccc(C2CN(c3ccc(F)cc3F)N=C2c2cccs2)c1OC (stereo not given)
  ?, -6.2%, -7%, ?, 8%, -7%[46.1 µM], -2%, ?
> CN(C)CCCN(C(=O)c1sc2ccccc2c1Cl)c1nc2ccc(F)cc2s1
  -1%, 1.0%, -6%, -19%, -11%, -22%, 0%, 3%
> O=C(CSc1nc(-c2cccs2)cc(C(F)(F)F)n1)NCCCN1CCOCC1
  11%, 3.2%, 3%, 2%, 3%, 4%, -6%, -11%
> CS/C(=N\S(=O)(=O)c1ccc(N)cc1)NS(=O)(=O)c1cccs1
  9%, 0.0%, 1%, 0%, -3%, 2%[46.1 µM], -4%, 6%
> CCC(C)NC(=O)CNC(=S)N(CCCN1CCOCC1)Cc1cccs1 (stereo not given)
  4%, 0.0%, 5%, -5%, 9%, 5%, 4%, 1%

(further entries)
Screens in order – aGal spleen mod, Epigenetic derep, TRb SRC2 PPI, Tau fluor cs, Tau FP inhib, NPSR antagonist, TexasRed fluor, CBFb-RUNX1 inh
> O=C(Cn1nc(Cc2cccnc2)c2ccccc2c1=O)Nc1ccccc1F
  4%, -1.1%, 11%, -8%, -2%, -10%, 3%, 15%
> CCS(=O)(=O)c1ccc2oc(SCC(=O)NCCc3ccc(OC)cc3)nc2c1
  5%, 0.4%, 1%, -16%, -1%, -24%, -2%, -9%
> O=C(/C=C/c1ccc(F)cc1)NCCc1ccc2c(c1)OCCO2
  8%, -1.0%, 3%, -8%, -2%, 6%, 3%, -4%
> N/C(CN1CCCCC1)=N\S(=O)(=O)c1cc(Cl)cc(Cl)c1
  5%, 1.1%, -3%, -6%, 2%, 24%, -1%, 15%
> CN(C)C1C(=O)C(C(N)=O)C(=O)C2(O)C(=O)C3C(=O)c4c(O)ccc(Cl)c4C(O)C3CC12 (stereo not given)
  8%, -0.9%, 2%, -24%, -11%, nt, 4%, -23%
> c1ccc(C2=NNC(=NC3CC3)SC2)cc1
  -4%, -0.7%, -9%, -4%, -3%, -12%[46.1 µM], 0%, 0%
> [O-]/[N+](=C/c1ccc(F)cc1)c1ccc(Cl)cc1
  6%, 0.1%, -1%, -24%, ?, 0%[46.1 µM], -1%, -2%

Some of the compounds tested, so the mix of outcomes need not match the whole.
